# FBW7 activator: activators of human E3 ligase FBW7 | Q969H0 | AlphaScreen FBW7–phospho-cyclin E peptide binding, activator screen | normalized activity (activation), % at 26.1 µM | actives 0.13% (n = 650,000) | AID 1259310; in the data active = normalized activity above about 1.9%;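 note: purified mutant Fbw7 with reduced substrate affinity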
# Target sequence (Q969H0 whole entry, looked up): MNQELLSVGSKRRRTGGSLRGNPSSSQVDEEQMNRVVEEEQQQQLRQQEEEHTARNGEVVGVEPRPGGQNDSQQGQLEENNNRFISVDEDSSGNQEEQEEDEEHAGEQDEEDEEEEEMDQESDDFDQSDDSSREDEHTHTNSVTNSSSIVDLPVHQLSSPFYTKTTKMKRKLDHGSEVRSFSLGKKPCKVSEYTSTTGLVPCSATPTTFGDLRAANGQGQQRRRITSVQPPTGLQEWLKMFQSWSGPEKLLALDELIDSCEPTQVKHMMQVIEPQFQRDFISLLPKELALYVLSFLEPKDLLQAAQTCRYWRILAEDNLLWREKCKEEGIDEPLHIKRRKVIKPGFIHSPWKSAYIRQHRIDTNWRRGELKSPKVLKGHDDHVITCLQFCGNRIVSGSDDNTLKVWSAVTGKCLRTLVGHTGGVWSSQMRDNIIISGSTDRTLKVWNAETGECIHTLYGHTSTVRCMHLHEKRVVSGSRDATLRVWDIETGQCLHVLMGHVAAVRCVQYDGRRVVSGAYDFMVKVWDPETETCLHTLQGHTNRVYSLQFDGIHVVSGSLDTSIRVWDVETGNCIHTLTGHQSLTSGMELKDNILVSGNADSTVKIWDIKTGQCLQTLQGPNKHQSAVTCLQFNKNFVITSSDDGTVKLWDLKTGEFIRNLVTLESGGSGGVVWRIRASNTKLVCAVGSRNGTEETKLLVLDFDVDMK
# MITF primary: human MITF inhibition, primary screen; O75030; AID 1259374; AlphaScreen MITF homodimerization, bead proximity signal; actives 0.91% (n = 650,000); inhibition, % at 2.6 µM; in the data active = inhibition above about 50%;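 note: 0% = vehicle wells with protein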
# TEAD-YAP inh: TEAD-YAP interaction inhibition; AID 1259422; actives 1.4% (n = 640,000); inhibition, % at 9.12 µM; HEK-TIYL cells, TEAD-Gal4/YAP UAS-luciferase luminescence; in the data active = inhibition above about 32%;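 note: 0% = median of test compound wells and 100% = reference inhibitor wells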
# GPR151 ag: human GPR151 activation | PathHunter beta-arrestin GPR151 cells, luminescence | Q8TDV0 | actives 1% (n = 650,000) | activation, % at 11.2 µM; in the data active = activation above about 4.9%;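 note: 0% = median of compound wells and 100% = cells with positive control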
# Target sequence (Q8TDV0 whole entry, looked up): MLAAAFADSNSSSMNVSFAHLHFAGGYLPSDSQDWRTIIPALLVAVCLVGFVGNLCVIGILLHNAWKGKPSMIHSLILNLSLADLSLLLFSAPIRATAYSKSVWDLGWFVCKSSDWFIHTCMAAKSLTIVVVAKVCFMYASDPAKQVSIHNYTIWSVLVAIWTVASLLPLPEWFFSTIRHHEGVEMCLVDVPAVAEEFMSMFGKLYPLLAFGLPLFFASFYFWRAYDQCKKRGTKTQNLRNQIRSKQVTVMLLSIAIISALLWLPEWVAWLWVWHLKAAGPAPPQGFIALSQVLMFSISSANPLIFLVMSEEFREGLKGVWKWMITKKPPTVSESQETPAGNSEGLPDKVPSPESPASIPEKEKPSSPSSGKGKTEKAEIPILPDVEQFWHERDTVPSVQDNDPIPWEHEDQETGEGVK
# * hit, by the source's call.
SMILES,FBW7 activator,MITF primary,TEAD-YAP inh,GPR151 ag
Cc1cc(C)cc(NC(=O)C2C3C=CC4(O3)C2C(=O)N(Cc2ccccc2F)C4C(=O)NC2CCCCC2)c1 (stereo unspecified),0.2,5,1,0.3
CCOC(=O)N1CCC(NC(=O)CCc2c(C)nc3c(c2C)c(=O)n(C)c(=O)n3C)CC1,-0.1,-2,-7,-0.8
N#Cc1c(N)oc(-c2cccs2)c1-c1cccs1,-0.2,-6,5,-0.1
Cc1ccccc1-n1cc(C=C2C(=O)N(C)C(=O)N(C)C2=O)cn1,-0.5,-2,-16,0.3
Cc1cnc(-c2ccc(C(=O)NC3CC3)cc2)nc1NC1CCN(Cc2ccccc2)CC1,-0.2,-1,17,1.9
Cc1ccc(NC(=O)CN(C)C(=O)CSc2nnc(C3CC3)n2N)cc1,0.3,4,0,-1.5
CCOC(=O)c1c(NC(=O)c2ccc(Br)o2)sc(C(N)=O)c1C,0.3,13,9,-1.9
C#CCOc1cccc(C=C2C(=O)NC(=O)NC2=O)c1,-0.3,-21,9,-0.7
COc1ccc(OCc2nn3c(-c4ccncc4)nnc3s2)cc1,-0.5,3,14,0.7
O=C(COc1ccc(Br)cc1)NNC(=O)c1ccco1,0.1,-10,-4,-2.2
C=CCOC(=O)C1=C(C)NC(=O)NC1c1cccc(Cl)c1 (stereo unspecified),0.0,17,0,-2.7
O=c1oc(-c2ccc(Cl)c([N+](=O)[O-])c2)nc2cc(Cl)ccc12,-0.2,-12,-7,-0.3
CN1CCN(c2nc(-c3cccs3)nc3ccccc23)CC1,-0.2,-4,-7,2.1
O=C(CN1CCN(c2cccc(Cl)c2)CC1)Nc1nccs1,-0.1,-4,5,0.6
COc1cc(C2N(Cc3ccccc3)CCCN2Cc2ccccc2)ccc1O,-0.2,-7,4,-0.1
COc1cc(/C=C/C(=O)Nc2nnc(C)s2)ccc1OCc1ccccc1,-0.1,2,9,0.5
Cc1ccc(S(=O)(=O)NC2CCCCC2)cc1C,0.2,0,7,-0.9
C/C(Nc1ccc(Br)cc1)=C(/C#N)C(N)=O,0.2,-21,-9,-0.2
Cc1c(C(=O)N2CCCC(C)C2)oc2ccccc12 (stereo unspecified),0.3,5,-39,-1.1
CCc1ccccc1N(C(=O)c1ccc(C)cc1)C1C=CS(=O)(=O)C1 (stereo unspecified),-0.1,2,-9,2.1
CC(=O)c1ccccc1-c1ccc2c(c1)CC(CNC(=O)c1ccc[n+]([O-])c1)O2 (stereo unspecified),0.0,4,0,-0.4
CC1Oc2ncc(C(F)(F)F)cc2N(Cc2ccc3c(c2)OCO3)C1=O (stereo unspecified),-0.2,-1,-6,0.3
CCc1cccc(NC(=O)COc2ccc(C#N)cc2)c1,0.0,-1,7,-0.6
CC1=C(C#N)C(c2cccc(O)c2)C2=C(CC(c3ccccc3)CC2=O)N1 (stereo unspecified),0.0,-1,6,-0.9
O=c1[nH]c2ccncc2cc1-c1ccnc(-c2ccccn2)n1,-0.9,19,-9,-0.2
COc1cccc(C2CC(c3ccc(Cl)cc3)n3nc(N)nc3N2)c1 (stereo unspecified),0.0,10,3,0.2
CS(=O)(=O)N(CC(=O)N1CCOCC1)c1ccc2c(c1)OCCO2,-0.1,-3,6,1.7
CCCCc1nnc(NC(=O)Cn2cnc3c2c(=O)n(C)c(=O)n3C)s1,-0.2,-11,-4,0.5
COC(=O)C1Cc2ccccc2CN1Cc1c(C)n(C)n(-c2ccccc2)c1=O (stereo unspecified),0.5,6,6,-1.8
COC(=O)c1ccccc1NC(=O)c1ccc(NC(=O)COc2ccccc2)cc1,0.1,17,9,-2.2

# Already shown: entries from further up.
SMILES,FBW7 activator,MITF primary,TEAD-YAP inh,GPR151 ag
Cc1cc(C)cc(NC(=O)C2C3C=CC4(O3)C2C(=O)N(Cc2ccccc2F)C4C(=O)NC2CCCCC2)c1 (stereo unspecified),0.2,5,1,0.3
CCOC(=O)N1CCC(NC(=O)CCc2c(C)nc3c(c2C)c(=O)n(C)c(=O)n3C)CC1,-0.1,-2,-7,-0.8

# (next part)
SMILES,FBW7 activator,MITF primary,TEAD-YAP inh,GPR151 ag
Nc1nnc(CC(=O)N/N=C\c2c3ccccc3cc3ccccc23)s1,0.8,18,2,-0.8
O=C(Nc1sc(=Nc2ccccc2)n(Cc2ccco2)c1-c1ccccc1)c1ccc(Cl)cc1,0.0,14,-17,-1.1
O=C(CSc1nccc(=O)[nH]1)c1ccccc1Br,-0.3,20,3,2.6
CC1(C)CC(=O)C(C(N)=NC(=O)c2ccc([N+](=O)[O-])cc2)=C(O)C1,0.1,6,1,-1.1
CCOC(=O)CSc1nnc(NC(=O)c2ccccc2C(F)(F)F)s1,-0.1,5,2,1.1
O=C(Oc1ccc(Br)cc1C(=S)N1CCCCC1)c1ccc([N+](=O)[O-])cc1,1.3,17,-1,-0.1
O=C(O)CCNC(=O)c1cncc(O)c1,0.0,2,9,3.0
CC1CCN(c2c([N+](=O)[O-])c(=O)n(Cc3ccccc3)c3ccccc23)CC1,-0.1,-5,6,0.1
O=C(Nc1cccc(Br)c1)c1c(O)c2cccc3c2n(c1=O)CCC3,0.0,10,-3,0.7
CCc1ccc(N2C(=O)CC(NC34CC5CC(CC(C5)C3)C4)C2=O)cc1 (stereo unspecified),0.1,13,-8,1.5
Nc1nccc(-c2cnc3nc(C4COc5ccc(C(=O)NC6CC6)cc5C4)[nH]c3c2)n1 (stereo unspecified),0.2,24,-5,-1.2
CCc1nnc(NC(=O)CSc2nccn2-c2cccc(C)c2C)s1,-0.1,-3,11,1.3
CC(=O)c1c(C)nc2nonc2c1N=CN(C)C,0.0,3,3,-0.2
CC1(C)CC(=O)C2=C(C1)Nc1ncnn1C2c1cccnc1 (stereo unspecified),0.0,-10,-9,-1.1
CCOC(=O)c1c(C)oc2c1cc(NS(=O)(=O)c1ccc(OCC)cc1)c1ccccc12,0.0,11,20,-0.9

# Pulled by structure from the entries so far:
SMILES,FBW7 activator,MITF primary,TEAD-YAP inh,GPR151 ag
CCOC(=O)c1c(C)oc2c1cc(NS(=O)(=O)c1ccc(OCC)cc1)c1ccccc12,0.0,11,20,-0.9
O=C(O)CCNC(=O)c1cncc(O)c1,0.0,2,9,3.0
O=C(CSc1nccc(=O)[nH]1)c1ccccc1Br,-0.3,20,3,2.6
O=C(Nc1sc(=Nc2ccccc2)n(Cc2ccco2)c1-c1ccccc1)c1ccc(Cl)cc1,0.0,14,-17,-1.1

# (cont.)
SMILES,FBW7 activator,MITF primary,TEAD-YAP inh,GPR151 ag
O=C(NC1CC1)c1cc2nc(-c3ccco3)cc(C(F)(F)Cl)n2n1,0.1,17,7,-0.4
COc1cccc2c1oc(=O)c1c(NC(C)=O)nc3c(c12)CCCC3,-0.1,-9,-2,0.0
COc1ccc(N2C(=O)CC(NCc3ccccc3F)C2=O)cc1 (stereo unspecified),0.0,-11,6,-0.2
Cc1cc(NC(=O)c2cccc(S(C)(=O)=O)c2)no1,0.3,17,-4,-0.6
COc1cc(-c2nc(-c3ccc(Br)o3)no2)cc(OC)c1OC,-0.1,-12,-7,-1.7
O=C(NCCSCc1ccccc1Cl)c1ccc(CN2CCc3ccccc3C2)cc1,-0.1,10,18,-1.5
CC(=O)c1ccc(NC(=O)/C(=C\c2ccc(F)cc2)NC(=O)c2ccco2)cc1,0.3,-1,-11,0.1
COc1ccc(NC(=O)c2ncoc2-c2ccccc2C(F)(F)F)c(OC)n1,0.9,14,13,0.8
O=C(O)CCCC(=O)Nc1ccc(Br)c(Br)c1,0.0,11,0,-1.0
CCC1(C)Cc2c(sc3nc(NN)n(-c4ccc(OC)cc4)c(=O)c23)CO1 (stereo unspecified),0.0,15,-9,-1.2
COc1ccc(CCNC(=O)CCCCCn2c(SCc3ccc(F)cc3)nc3ccsc3c2=O)cc1OC,-0.1,3,-4,0.8
O=C1CCC(=O)N1c1ccc(-c2nc3scc(-c4cccs4)c3c(=O)o2)cc1,0.3,14,-8,0.7
Cc1ccc(/C=C2/C(=O)NC(=O)N(c3ccc(C(=O)O)cc3)C2=O)s1,-0.2,-1,-25,-1.4
O=C(/C=C\c1ccc([N+](=O)[O-])cc1)Nc1ccc(N2CCOCC2)cc1,0.3,4,-2,-1.0
CCOC(=O)C1CCN(C2=NC(=O)/C(=C/c3ccc(O)cc3)S2)CC1,-0.1,4,9,-0.7
COc1ccccc1C(NC(=O)C1CCN(C(=O)N2CCCC2)CC1)c1ccccn1 (stereo unspecified),0.3,19,1,0.9
COCc1cc(=O)n2[nH]c(C)c(-c3ccccc3)c2n1,-0.1,0,-10,0.1
CC(=O)Nc1ccc(C(=O)N/N=C/c2cc(Cl)cc(Br)c2O)cc1,-0.8,15,4,0.2
CC1CCc2c(sc3ncn4c(=S)[nH]nc4c23)C1 (stereo unspecified),0.2,19,-4,-1.5
COc1ccc(N2CCN(C(=O)C(C(C)C)N3C(=O)c4ccccc4C3=O)CC2)cc1 (stereo unspecified),-0.2,3,20,-0.5
O=C(O)CCNS(=O)(=O)c1cccc2nsnc12,0.0,-7,2,0.8
Cc1ccc(CSCC(=O)N/N=C/c2ccccc2O)cc1,0.1,19,1,0.5
O=c1c(NCc2cccs2)c(-c2ccc(Cl)cc2)c1=O,-0.2,4,-3,-1.3
Cc1ccccc1C(=O)Nc1sc2c(c1C(=O)N1CCCC1)CCCCC2,0.4,18,1,-0.1
CC(C)OC(=O)c1ccc(COC(=O)CNC(=O)c2ccco2)cc1,0.0,1,8,-0.6
COc1ccc(-c2csc(Nc3ccccc3)[n+]2C)cc1,0.1,29,-23,-0.1
O=C(N/N=C/c1cc(Br)ccc1F)c1cccs1,0.0,-2,-50,0.1
Cc1c(C(=O)N2CCN(c3ccccn3)CC2)sc2ncn(C)c(=O)c12,-0.1,-11,-14,0.4
CC(C)Oc1ccccc1OCCOCCNC(C)(C)C,-0.1,25,0,-0.4
CCC(SC1=NCCS1)C(=O)Nc1ccc(NC(C)=O)cc1 (stereo unspecified),0.3,7,-5,0.2
CC1CCC2(CC1)NC(=O)C(C#N)=C(S)N2c1ccccc1 (stereo unspecified),-0.1,4,4,-0.3
O=C(O)CN(CCc1ccccc1)CC(=O)O,0.1,10,4,0.1
O=C(Nc1ccc(Br)cc1F)C1CCCO1 (stereo unspecified),0.1,3,2,4.4
C=CCNc1nc(N)n(-c2ccccc2)n1,0.1,5,2,-0.2
CCOC(=O)c1c(C)c(C(=O)Nc2ccccc2C)c(C)n1CC,0.2,9,-26,-0.5
CCCCOc1cccc(C(=O)Nc2ccc(Cl)c(-c3nc4ncccc4o3)c2)c1,0.1,-10,-7,-0.6
Cc1ccc(-c2ccc(/C=C3\N=C(c4ccccc4)OC3=O)o2)cc1,0.0,0,-3,-0.3
CCN(C(=O)Cc1c(C(=O)O)[nH]c2ccccc12)c1ccccc1,-0.1,-8,-8,-1.4
CCCc1noc(CN(Cc2ccccn2)CC2CCCO2)n1 (stereo unspecified),-0.1,0,-5,0.6
O=c1[nH]c(O)c(N=Nc2ccc(S(=O)(=O)N3CCCCC3)cc2)c(=O)[nH]1,0.1,12,2,1.7
COC(=O)c1ccc2c(c1)N(Cc1ccc(Cl)cc1)C(=O)C(C)O2 (stereo unspecified),-0.1,-2,1,-0.3
COC(=O)/C(=C(/F)Sc1cc(C)c(O)c(C)c1)C(F)(F)F,-0.4,-6,8,-1.1
COc1ccccc1NC(=S)NC(C)C,0.0,-4,5,0.0
CCn1c(SCC(=O)Nc2ccc(OC)cc2)nnc1C1CC1,0.0,16,6,-2.1
O=C(Nc1ccc2oc(-c3cccnc3)nc2c1)c1cc([N+](=O)[O-])ccc1Br,0.0,9,13,-0.1
CCOC(=O)c1cnc2ccc(C(=O)OC)cc2c1Nc1cccc(C(C)=O)c1,-0.1,-6,-18,0.4
COCCNC(=S)N/N=C/c1ccccc1[N+](=O)[O-],-0.4,3,7,-0.2
COc1ccc(C2C(=O)N(C3CCC(C)CC3)CC(=O)N2CCC2=CCCCC2)cc1OC (stereo unspecified),-0.1,-7,-2,1.8
C=CCNC(=O)c1c(C)cc(Cl)nc1Cl,-0.1,1,6,0.6
COc1ccc(OCC(=O)NC2C3CC4CC(C3)CC2C4)cc1 (stereo unspecified),-0.2,10,1,0.1
CC(=O)Nc1cccc2c1C(=O)N(c1ccc(C)cc1)C2=O,0.0,-7,7,-0.4
Cc1cc(OCC(=O)NC2CCN(C)CC2)ccc1[N+](=O)[O-],0.2,8,6,0.6
COCCCNC(=O)c1cc(C)nc2c1c(C)nn2-c1ccc(C)cc1,-0.2,3,-9,-1.6
COc1ccc(Cl)cc1NC(=O)CN(c1cccc(C)c1C)S(C)(=O)=O,0.1,6,-5,-1.6
CCOc1ccc2nc(N3CCCC3)sc2c1,-0.2,3,43*,-2.0
COc1ccc(CCNC2CC(=O)N(c3ccc(F)cc3)C2=O)cc1 (stereo unspecified),-0.1,5,-8,0.2
Cc1ccc2[nH]c(SCc3ccccc3F)nc2c1C,0.0,0,-61,-0.6
CN(CCc1ccccn1)Cc1ccc(F)cc1,-0.1,78*,-4,-1.0
OCCNc1nc(Cl)nc(Nc2ccc(Cl)cc2)n1,-0.1,0,9,1.0

# Gathered by group: the entries above containing a CF3 group.
SMILES,FBW7 activator,MITF primary,TEAD-YAP inh,GPR151 ag
CC1Oc2ncc(C(F)(F)F)cc2N(Cc2ccc3c(c2)OCO3)C1=O (stereo unspecified),-0.2,-1,-6,0.3
CCOC(=O)CSc1nnc(NC(=O)c2ccccc2C(F)(F)F)s1,-0.1,5,2,1.1
COc1ccc(NC(=O)c2ncoc2-c2ccccc2C(F)(F)F)c(OC)n1,0.9,14,13,0.8
COC(=O)/C(=C(/F)Sc1cc(C)c(O)c(C)c1)C(F)(F)F,-0.4,-6,8,-1.1

# Assay outcomes deposited in PubChem BioAssay by The Scripps Research Institute Molecular Screening Center.
